Assay outcomes deposited in PubChem by National Center for Advancing Translational Sciences (NCATS).
D1 potentiator: enhances dopamine response at the human D1 receptor; 360,000 compounds, 0.036% hits; HEK293 TREx D1 cells, calcium flux, dopamine EC20 potentiation; potentiation, % at 10 µM; in the data active means potentiation above about 30%; further: 0% is about no effect
Target sequence (P21728 whole entry, looked up): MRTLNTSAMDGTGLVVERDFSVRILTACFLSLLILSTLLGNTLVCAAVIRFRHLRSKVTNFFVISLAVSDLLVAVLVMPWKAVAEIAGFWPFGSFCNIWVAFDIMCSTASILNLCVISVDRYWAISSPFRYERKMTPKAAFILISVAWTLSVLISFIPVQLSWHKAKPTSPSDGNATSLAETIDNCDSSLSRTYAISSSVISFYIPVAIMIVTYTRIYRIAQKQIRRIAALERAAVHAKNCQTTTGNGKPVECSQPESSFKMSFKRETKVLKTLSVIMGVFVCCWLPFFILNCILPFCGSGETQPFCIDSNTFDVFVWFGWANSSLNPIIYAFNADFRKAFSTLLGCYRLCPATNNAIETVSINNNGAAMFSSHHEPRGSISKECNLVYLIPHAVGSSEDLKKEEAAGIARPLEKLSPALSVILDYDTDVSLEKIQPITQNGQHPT
Vif-APOBEC3F blk: inhibitors of Vif-A3F interaction. HeLa A3F-eYFP + Vif (tagged APOBEC3F with the HIV-1 protein that degrades it), YFP fluorescence increase. Potency, µM (top dose mostly 46.1 µM), without a hit: top-dose activity, negative = active. 390,000 compounds, 0.2% hits. AID 602313; further: potency means the concentration at half of the fitted maximal effect; % of control where 0% means no effect; nearly all actives have a fitted effect of over 65% in size
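HeLa cells stably expressing A3F-eYFP plus Vif, plated and incubated overnight at 37 deg C, then exposed to compounds overnight at 37 deg C. Blocked degradation read as raised yellow fluorescence (Ex 488/Em 500-530).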
GRP78 ERSR act: inducers of ER stress response in human glioma cells. U87-MG GRP78 promoter luciferase reporter, 16 h. Potency, µM, for inactives: at the top dose activation, actives largely listed as activators. 420,000 compounds, 0.02% hits; further: potency means the concentration at half of the fitted maximal effect; series mostly up to about 76 µM; % of control where 0% means no effect; nearly all actives have a fitted effect of over 35% in size
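Stably transfected U87-MG human glioma cells carrying a GRP78-based luminescent sensor were seeded at 1000 cells/well, pin-dosed with compounds and incubated 16 h. Luciferase reagent was then added, and end-point luminescence was read after 10 min at room temperature.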
RXFP1 agonist: RXFP1 (human) receptor agonism; HEK293T-RXFP1 cAMP TR-FRET, 30 min; response scale: percent of porcine relaxin response, buffer zero; Potency, µM (top dose mostly 57.5 µM), without a hit: top-dose activation, actives largely listed as activators; 370,000 compounds, 0.3% hits; AID 2676; further: potency means the concentration at half of the fitted maximal effect; on the % scale 0 is the no-effect control and ±100 the full control effect; nearly all actives have a fitted effect of over 60% in size; many of its hits are not listed in these tables
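Agonist response is measured as cAMP accumulation in an RXFP1-transfected HEK293T line under PDE4 inhibition. Values are scaled between buffer-only and 29 nM porcine relaxin, and EC50s come from standard Hill equation fits.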
D1 antagonist: antagonists of human D1 dopamine receptor | P21728 | HEK293 TREx D1 cells, calcium flux, dopamine EC80; hits give low values | activity change, negative = inhibition, % at 10 µM | 360,000 compounds, 3.2% hits | AID 504652; in the data active means activity change below about -30%; further: on the % scale 0 is the no-effect control and ±100 the full control effect
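Cells carrying a force-coupled, tetracycline-inducible human D1 receptor report calcium flux. Each well gets a 10 s baseline, compound with 180 s monitoring, then an EC80 dopamine stimulus with a second 180 s kinetic read.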
D2 potentiator: positive allosteric modulators of human D2 dopamine receptor. 340,000 compounds, 0.34% hits. AID 485347. P14416. HEK293 T-REx D2, calcium flux, EC20 dopamine potentiation. potentiation, % at 10 µM;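 active means potentiation over 3 SD above the plate norm, cut at about 30% in these data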; further: 0% is about no effect
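Tetracycline-induced HEK293 T-REx cells force-coupled to calcium signalling expressed D2; compounds were pin-added after a 10 s baseline, read kinetically 180 s, then an EC20 dopamine challenge followed with a further 180 s calcium read.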
D1 ag: activates the human D1 dopamine receptor; 360,000 compounds, 1% hits; P21728; HEK293 T-REx D1 cells, calcium flux, agonist mode; activation, % at 2 µM; in the data active means activation above about 30%; further: 0% is about no effect
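Tetracycline-induced HEK293 TREx D1 cells, force-coupled to calcium signalling, were dye-loaded with a no-wash calcium kit. Compound was pin-added after a 10 s baseline. Fluorescence was read kinetically at 1 cycle/s for 180 s, with calcium rises flagged as agonism.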
LDHA block: blocks human lactate dehydrogenase A; purified LDHA, NADH/diaphorase-resazurin fluorescence; hits give low values; 480,000 compounds, 0.15% hits; P00338; activity change, % (values are at about 110 or 230 µM); AID 1347041; in the data active means activity change below about -30%; inconclusive means mostly about -25% to -30%;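 further: plate controls were DMSO wells for no effect and wells without enzyme for full effect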
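Human LDH5 (2 nM) was incubated with 0.06 mM NADH and 0.2 mM pyruvate for 5 min at room temperature in Tris pH 7.4. Remaining NADH was coupled through diaphorase/resazurin, and resorufin fluorescence was read at 0 and 20 min.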
Vif-APOBEC3G blk: blocks the Vif interaction with human APOBEC3G; Q9HC16; HeLa A3G-eYFP + Vif (tagged APOBEC3G with the HIV-1 protein that degrades it), YFP fluorescence, overnight; Potency, µM (titrated, usually from 46.1 µM), for the others: top-dose activity, negative = active, most hits filed as inhibitors; 410,000 compounds, 0.076% hits; AID 602310;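 further: potency means the concentration at half of the fitted maximal effect; on the % scale 0 is the no-effect control and ±100 the full control effect; nearly all actives have a fitted effect of over 60% in size; hits raise eYFP signal because A3G escapes Vif-driven loss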
Target sequence (Q9HC16 whole entry, looked up): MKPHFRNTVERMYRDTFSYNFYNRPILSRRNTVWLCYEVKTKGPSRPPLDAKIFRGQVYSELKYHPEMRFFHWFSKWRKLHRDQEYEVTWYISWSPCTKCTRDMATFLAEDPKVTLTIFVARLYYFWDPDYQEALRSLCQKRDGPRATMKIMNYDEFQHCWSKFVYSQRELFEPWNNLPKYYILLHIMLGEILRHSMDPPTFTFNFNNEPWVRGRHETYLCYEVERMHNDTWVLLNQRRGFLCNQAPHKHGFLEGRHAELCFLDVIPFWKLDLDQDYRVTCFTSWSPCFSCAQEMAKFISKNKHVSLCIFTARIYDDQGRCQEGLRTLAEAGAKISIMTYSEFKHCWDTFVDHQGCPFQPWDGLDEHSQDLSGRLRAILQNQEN
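HeLa cells stably expressing Vif and C-terminally eYFP-tagged A3G, seeded overnight at 37 deg C, then exposed to compound by pintool overnight at 37 deg C. Rise in yellow fluorescence (Ex 488/Em 500-530, Acumen) marks blocked Vif-driven A3G degradation.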
* hit, by the source's call; ? = inconclusive; . = no result given; & = joins results of further samples. Unless noted, the call rests on the fitted dose curve; in most records, active means well fitted curve in the direction sought with a large enough effect; inconclusive means small, poorly fitted or top-dose-only effect, or another doubt; inactive means no such curve, though single readings can be large; an effect the other way counts as inactive or inconclusive.

Start of the listing, in advance (eleven entries):
SMILES | D1 potentiator | Vif-APOBEC3F blk | GRP78 ERSR act | RXFP1 agonist | D1 antagonist | D2 potentiator | D1 ag | LDHA block | Vif-APOBEC3G blk
COc1ccc(OCC(O)CNC(=O)c2ccccc2C(=O)O)cc1 (stereo not drawn) | 1 | 3% | -2% | 3.6% | 0 | -11 | 3 | -7 | -3%
COC1CCCN(C(=O)c2ccc3oc(Cc4ccc(Cl)cc4)nc3c2)C1 (stereo not drawn) | -2 | 4% | 15% | 2.0% | -23 | -9 | 9 | -2 | -8%
Cc1cccc(-c2cc(C(=O)O)c3c(-c4ccc(F)cc4)[nH]nc3n2)c1 | -1 | -11% | 0% | -1.9% | -7 | 1 | 5 | 1 | -6%
COc1cc2nc(CN3CCC(Cc4ccccc4)CC3)[nH]c(=O)c2cc1OC | 11 | 1% | -3% | 0.0% | 8 | 6 | 2 | -5 | 2%
COc1cc2ccccc2cc1C(=O)NC(=S)Nc1nnn(C)n1 | 0 | 3% | -4% | 2.2% | 13 | 15 | 3 | 2 | 1%
Cc1ccc(OCC(=O)NC2CCCc3ccccc32)c(C)c1 (stereo not drawn) | 5 | -32% | -1% | 0.2% | -20 | 8 | 5 | 0 | 1%
O=[N+]([O-])c1c(Nc2ccccc2)ccc2nonc12 | -3 | 1% | -3% | 0.2% | -4 | -7 | 0 | 0 | -2%
COc1ccc(Cn2c(=O)[nH]c3cc(C(=O)NCc4ccc5c(c4)OCO5)ccc3c2=O)cc1 | . | -29% | -5% | . | . | . | . | -8 | -17%
CCOc1ccc(CCNC(=O)C2CCN(S(=O)(=O)N3CCC(C)CC3)CC2)cc1OCC | -7 | 1% | -3% | 1.3% | -4 | -10 | -1 | -8 | 4%
Nc1cc(Cl)ccc1N1CCCCCC1 | -3 | 1% | 0% | 1.2% | -5 | -1 | 2 | 9 | 6%
CC(=O)c1cccc(NC(=O)CSc2nc(N3CCOCC3)nc(N3CCOCC3)n2)c1 | -8 | 3% | 2% | 1.1% | -9 | 6 | 3 | -3 | 0%

Results, from the first entry:
SMILES | D1 potentiator | Vif-APOBEC3F blk | GRP78 ERSR act | RXFP1 agonist | D1 antagonist | D2 potentiator | D1 ag | LDHA block | Vif-APOBEC3G blk
COc1ccc(OCC(O)CNC(=O)c2ccccc2C(=O)O)cc1 (stereo not drawn) | 1 | 3% | -2% | 3.6% | 0 | -11 | 3 | -7 | -3%
COC1CCCN(C(=O)c2ccc3oc(Cc4ccc(Cl)cc4)nc3c2)C1 (stereo not drawn) | -2 | 4% | 15% | 2.0% | -23 | -9 | 9 | -2 | -8%
Cc1cccc(-c2cc(C(=O)O)c3c(-c4ccc(F)cc4)[nH]nc3n2)c1 | -1 | -11% | 0% | -1.9% | -7 | 1 | 5 | 1 | -6%
COc1cc2nc(CN3CCC(Cc4ccccc4)CC3)[nH]c(=O)c2cc1OC | 11 | 1% | -3% | 0.0% | 8 | 6 | 2 | -5 | 2%
COc1cc2ccccc2cc1C(=O)NC(=S)Nc1nnn(C)n1 | 0 | 3% | -4% | 2.2% | 13 | 15 | 3 | 2 | 1%
Cc1ccc(OCC(=O)NC2CCCc3ccccc32)c(C)c1 (stereo not drawn) | 5 | -32% | -1% | 0.2% | -20 | 8 | 5 | 0 | 1%
O=[N+]([O-])c1c(Nc2ccccc2)ccc2nonc12 | -3 | 1% | -3% | 0.2% | -4 | -7 | 0 | 0 | -2%
COc1ccc(Cn2c(=O)[nH]c3cc(C(=O)NCc4ccc5c(c4)OCO5)ccc3c2=O)cc1 | . | -29% | -5% | . | . | . | . | -8 | -17%
CCOc1ccc(CCNC(=O)C2CCN(S(=O)(=O)N3CCC(C)CC3)CC2)cc1OCC | -7 | 1% | -3% | 1.3% | -4 | -10 | -1 | -8 | 4%
Nc1cc(Cl)ccc1N1CCCCCC1 | -3 | 1% | 0% | 1.2% | -5 | -1 | 2 | 9 | 6%
CC(=O)c1cccc(NC(=O)CSc2nc(N3CCOCC3)nc(N3CCOCC3)n2)c1 | -8 | 3% | 2% | 1.1% | -9 | 6 | 3 | -3 | 0%
O=c1c2ccccc2nc(-c2ccc(Br)cc2)n1Cc1ccccc1 | 0 | -2% | -3% | -2.1% | -22 | -2 | 1 | -2 | 0%
COc1cccc(C2NC(CC(C)C)(C(=O)O)C3C(=O)N(Cc4ccccc4)C(=O)C23)c1O (stereo not drawn) | -5 | -3% | -2% | 0.1% | -11 | -8 | 1 | -1 | -6%
COc1cccc(C(=O)Nc2cnc(NC(=O)c3ccco3)cc2C)c1 | -1 | 8% | 2% | -0.4% | -10 | 1 | 1 | -2 | -4%
O=C(O)c1cccc(NC(=O)c2cccc(S(=O)(=O)Nc3cccc(F)c3)c2)c1 | -2 | 2% | -2% | 1.0% | 25 | -22 | 5 | -4 | 0%
CCc1ccc(C(=O)c2cncc(Br)c2)cc1 | -6 | 0% | 5% | 2.4% | 5 | -7 | 3 | -4 | -1%
CCOC(=O)c1cnc2cc3c(cn2c1=O)CCCC3 | -9 | -5% | -7% | 6.9% | -1 | 24 | 2 | 5 | -1%
COc1ccc(/C=C2\N=C(c3ccccc3Cl)NC2=O)cc1 | -3 | 5% | 4% | 0.5% | -7 | -3 | 2 | -2&-3 | ?
Cc1cc(C)nc(Nc2n[nH]c(-c3ccc(C(C)(C)C)cc3)n2)n1 | -1 | -6% | 5% | -1.0% | -12 | -3 | 4 | 1 | 1%
Cc1ccc(/C=N/NC(=O)c2cc3c(ccc4ccccc43)o2)cc1[N+](=O)[O-] | 6 | -4% | -5% | 1.9% | 15 | . | 2 | -1 | 1%
Cc1nnc(NC(=O)CSc2nc3c(c(=O)n2CCc2ccccc2)SC(C)C3)s1 (stereo not drawn) | -3 | 0% | -2% | 0.4% | 0 | 4 | 3 | 2 | 4%
COc1ccc(CNC(=O)Nc2cccc(C(F)(F)F)c2)cc1OC | -8 | 11% | 1% | 0.3% | -10 | -9 | 18 | 0 | 1%
O=C(O)C1C2C=CC3(CN(Cc4ccco4)C(=O)C13)O2 (stereo not drawn) | -4 | 3% | -4% | -0.2% | 10 | 5 | 0 | -3 | 0%
NC(=O)CSc1nc2cccnc2n1-c1ccc(F)cc1 | -1 | -15% | -2% | 8.1% | 5 | 7 | 2 | -11 | 1%
O=c1cc(-c2ccccc2)nc(/C=C/c2ccccc2)[nH]1 | -4 | 2% | -1% | -0.6% | 10 | -6 | 3 | -4 | -3%

Remaining list, next part:
SMILES | D1 potentiator | Vif-APOBEC3F blk | GRP78 ERSR act | RXFP1 agonist | D1 antagonist | D2 potentiator | D1 ag | LDHA block | Vif-APOBEC3G blk
O=C(COC(=O)c1cccc(C(=O)OCC(=O)NC2CCCCC2)n1)NC1CCCCC1 | -4 | -1% | 3% | -0.4% | 5 | -1 | 2 | -4 | 1%
O=C(c1ccco1)N1CCN(C(c2cccs2)c2nnnn2C2CCCC2)CC1 (stereo not drawn) | -7 | -18% | -2% | 0.9% | 5 | -6 | 0 | -2 | 1%
COC(=O)C[C@H]1c2cc(F)ccc2S(=O)(=O)N1Cc1ccccc1 | . | 4% | -4%&-4% | . | . | . | . | -2 | 3%&-1%
CCc1nc(-c2ccccc2O)n(-c2ccccc2)n1 | -7 | 4% | -6% | 1.3% | 16 | -14 | 2 | 1 | 1%
CN(c1ccc(C(=O)NC2CC3CCC2C3)cc1)S(C)(=O)=O (stereo not drawn) | -2 | -5% | 0% | 3.6% | 3 | 5 | 0 | -3 | -4%
COCCN(CCOc1cc(C)cc(C)c1)Cc1ccc(Cl)cc1 | -8 | 1% | -3% | 1.8% | 12 | -20 | 5 | 0 | -1%
CCOC(=O)C1CCCN(C(=O)COC(=O)c2cc(=O)c3ccccc3o2)C1 (stereo not drawn) | -1 | 2% | -2% | 0.8% | 3 | . | 0 | -5 | 1%
Cc1c(Cl)cccc1NC(=O)CCS(=O)(=O)c1ccc2c(c1)oc(=O)n2C | 0 | -2% | -4% | 0.4% | 0 | -11 | 1 | -9 | 1%
C=C(C)Cn1c(=O)c2c(nc3n2CCCN3CCc2ccccc2)n(C)c1=O | -5 | -1% | -2% | -0.1% | -6 | 10 | 13 | 0 | -2%
O=C(CCS(=O)(=O)CCN1CCOCC1)NCNC(=O)CCS(=O)(=O)CCN1CCOCC1 | 2 | 4% | -3% | -0.7% | -8 | 1 | 2 | -10 | 0%
COc1ccc([C@@H]2CC=C(C(=O)O)[C@H](c3cccc(Cl)c3)N2S(=O)(=O)c2ccccc2C)cc1 | -11 | -2% | -6% | 1.9% | 8 | 14 | 2 | -6 | -1%
COc1ccc(CCNC(=O)CCN2C(=O)COc3ccccc32)cc1OC | -2 | -8% | -3% | 1.8% | 10 | 14 | -3 | -15 | 0%
CN(C)c1ccc(NC(=O)C2(c3cccs3)CCOCC2)cc1 | 3 | 1% | 1% | -3.7% | . | 9 | 2 | 5 | 3%
COc1ccc(N(C(C)C(=O)NCc2ccco2)S(C)(=O)=O)cc1 (stereo not drawn) | -3 | . | -4% | 1.6% | 2 | 7 | 2 | 5 | 0%
CCCN1CCC(CCOc2ccccc2)(C(=O)OCC)CC1 | -2 | -2% | -1% | 0.5% | 2 | -9 | 3 | -5 | 2%
O=C(CSc1ncccc1C(=O)O)NCCC1=CCCCC1 | -1 | -3% | -2% | 0.9% | 12 | -4 | 3 | 3 | -2%
Cc1ccccc1Cn1nnc2c(=O)[nH]c(C3CCCN(C(=O)c4ccc(C(C)(C)C)cc4)C3)nc21 (stereo not drawn) | 0 | 3% | 9% | -1.5% | 35 | -4 | 0 | 7 | -5%
Cc1ccc(OC(C)C(=O)N2CCc3ccccc32)c([N+](=O)[O-])n1 (stereo not drawn) | . | -6% | -1% | . | . | . | . | -4 | -6%

An excerpt, so the mix of outcomes need not match the whole.
